TbPYK inhibitor = T. brucei pyruvate kinase inhibition; Q57TT1; TbPYK enzyme, Kinase-Glo Plus ATP luminescence, 45 min; Potency, µM (highest dose often 76.8 µM), without a hit: at the highest dose activity, negative = inhibition, most hits filed as inhibitors; 410,000 tested, 0.12% active; AID 624173; also: nearly all actives have a fitted effect of over 50% in size
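Glycolytic pyruvate kinase of T. brucei was incubated with substrate, test compound and 130 uM ADP for 45 minutes at room temperature. Luminescent Kinase-Glo Plus signal was measured after 10 minutes.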
Pf growth 48h = P. falciparum growth inhibition at 48 hours (one generation); P. falciparum luciferase growth in erythrocytes, 48 h; Potency, µM (titrated, usually from 28.7 µM), for inactives: at the highest dose activity change, negative = inhibition, usual class: inhibitors; 310,000 tested, 5.9% active; AID 504832
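Luminescence readout; reporter = integrated firefly luciferase in P. falciparum. RBC culture at 2% hematocrit, 0.1% parasitemia final, 37 C/5% CO2; decreased signal taken as growth inhibition.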
Sm TGR block = blocks Schistosoma mansoni thioredoxin glutathione reductase; AID 485364; Potency, µM (highest dose often 114 µM), without a hit: at the top dose activity change, negative = inhibition, hits mostly inhibitors; Q962Y6; purified TGR, DTNB reduction, TNB absorbance 405 nm; 360,000 tested, 3% active; also: nearly all actives have a fitted effect of over 60% in size
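Kinetic colorimetric format: TGR-catalysed, NADPH-driven DTNB reduction monitored via TNB absorbance. Enzyme dispensed at 20 nM; compound exposure 15 min at room temperature before reaction start.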
Pf growth 96h = P. falciparum growth inhibition at 96 hours; P. falciparum luciferase reporter growth, 96 h; 320,000 tested, 6.9% active; Potency, µM (titrated, usually from 28.7 µM), without a hit: top-dose activity change, negative = inhibition, usual class: inhibitors; AID 504834
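Delayed-death screen, second-generation endpoint: infected erythrocytes, 2% hematocrit, 0.05% parasitemia final; 96 hours at 37 C, 5% CO2; luciferase detection reagent; luminescence decrease equals reduced growth.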
HCV inh = HCV inhibition; Huh7.5.1 HCVcc-Cre infection, luciferase reporter, 44 h; Potency, µM (titrated, usually from 41.8 µM), inactives show at the highest dose activity change, negative = inhibition, most hits filed as inhibitors; 340,000 tested, 3.4% active
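Reporter virus HCVcc-Cre (~0.5 moi) infects cells exposed to compound; seeding density 1,000 cells/well with 4 h settling beforehand. Luminescence, 15 sec read, taken 44 h post-infection following a 15 min RT substrate incubation.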
LmPK inh = LmPK (Leishmania mexicana) enzyme inhibition | Q27686 | purified LmPK, Kinase-Glo ATP luminescence, 1 h | Potency, µM (series often up to 57.5 µM), inactives show at the highest dose activity change, negative = inhibition, actives largely listed as inhibitors | 290,000 tested, 0.37% active
Target sequence (Q27686 whole entry, looked up): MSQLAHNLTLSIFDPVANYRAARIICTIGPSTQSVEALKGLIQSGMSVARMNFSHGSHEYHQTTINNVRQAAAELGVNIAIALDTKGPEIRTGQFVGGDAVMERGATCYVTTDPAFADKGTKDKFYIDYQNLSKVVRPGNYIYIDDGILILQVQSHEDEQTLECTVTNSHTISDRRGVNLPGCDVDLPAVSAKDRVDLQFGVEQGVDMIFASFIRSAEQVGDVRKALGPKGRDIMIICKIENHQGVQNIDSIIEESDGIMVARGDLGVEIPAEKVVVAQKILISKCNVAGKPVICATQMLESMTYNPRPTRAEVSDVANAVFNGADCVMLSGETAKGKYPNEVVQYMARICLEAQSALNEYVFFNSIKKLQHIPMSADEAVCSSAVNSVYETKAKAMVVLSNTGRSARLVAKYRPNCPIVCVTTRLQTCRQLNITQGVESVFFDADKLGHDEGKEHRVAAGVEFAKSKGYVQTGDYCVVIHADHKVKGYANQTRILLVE
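ATP generated from ADP (0.1 mM) and PEP (0.5 mM) by 0.1 nM LmPK over 1 h at room temperature (pH 7.2 imidazole buffer) was detected by coupled luciferase luminescence. Values were normalized to uninhibited and no-enzyme wells.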
* hit, by the source's call; ? = inconclusive; . = no result given; & = joins results of further samples; [ ] = remark or other dose. Calls follow the shape of the dose curve; as a rule, active = well fitted curve in the direction sought with a large enough effect; inconclusive = small, poorly fitted or top-dose-only effect, or another doubt; inactive = no such curve, though single readings can be large; an effect the other way counts as inactive or inconclusive. % is scaled to controls: 0 for no effect and ±100 for the full control effect; potency is read from the fitted curve at half-maximal effect.

compound | HCV inh | Sm TGR block | Pf growth 96h | Pf growth 48h | TbPYK inhibitor | LmPK inh
O=C(Nc1cccc(F)c1)C1CCN(C(=O)N2CCOc3ccccc32)CC1 | -6.6% | 3.2% | 9.5% | -12.8% | -1.4% | 2.4%
C#CC1(NC(=O)N(C)C)CCCCC1 | 28.4% | 0.4% | 22.5% | 14.9% | -4.4% | 5.4%
CCN(C/C=C/c1ccccc1OC)Cc1ccccc1 | -4.6% | -3.4% | 108.8%[activator] | 6.4% | 6.4% | -0.6%
Cc1cccc(C)c1NC(=O)C(NS(=O)(=O)c1cccs1)c1ccccc1 (centres undefined) | 4.5% | 1.1%&-0.9% | ? | -9.5% | 2.8%&-11.0% | 5.1%
CN(C(=O)CSc1nncn1-c1ccccc1)C1CCS(=O)(=O)C1 (centres undefined) | 0.9%[8.37 µM] | -3.9% | 15.4% | 6.2% | -6.4% | .
Cc1nn(CC(=O)N2CCc3ccccc3C2)c(C)c1[N+](=O)[O-] | -13.6% | 0.3% | 35.7%[activator] | 3.6% | 0.7% | 0.6%
COc1ccc(Cl)cc1NC(=O)C(C)OC(=O)C1=NNC(=O)CC1 (centres undefined) | ? | 3.6% | -12.7% | 22.0% | 1.7% | .
O=C(O)C1CC=CCC1C(=O)NCCc1cccc(Cl)c1 (centres undefined) | 5.2% | -0.2% | -63.3% | . | -21.6% | 8.7%
CCN(C(=O)c1ccc(S(=O)(=O)N(C)C)cc1)C(C)C(=O)Nc1ccc(C)cc1 (centres undefined) | -19.4% | 9.6% | ? | -46.5% | 0.4% | 2.7%
CCOP(=O)(OCC)C(NC(=O)c1ccc(OC)c(OC)c1)c1ccccc1 (centres undefined) | 5.3% | 11.8% | 17.3% | -2.5% | 1.9% | 8.5%
CC1CCc2sc(C(=O)N/N=C/c3ccc(O)cc3)cc2C1 (centres undefined) | ? | -1.0% | 44.5%[activator] | -1.8% | 0.8% | 6.7%
CCOc1ccc(NC(=O)C(=S)NC2CCCCC2)cc1 | 2.9% | -6.1% | 8.4% | 17.8% | 0.8% | -0.1%
COCC(C)NC(=O)c1cc(S(=O)(=O)N2CCCCC2)ccc1N1CCOCC1 (centres undefined) | 19.6% | 1.9% | 5.2% | -6.0% | -6.0% | -2.4%
CCOC(=O)c1cc(C(O)(C(=O)OC)C(F)(F)F)c(/N=C/N(C)C)o1 (centres undefined) | 15.4% | 5.5% | 28.1% | . | 0.1% | 0.6%
C=CCN(Cc1nc(-c2ccccc2)no1)C(=O)c1ccc2c(c1)OCO2 | ? | 0.0% | -3.0% | 11.9% | -5.6% | -3.9%
COc1cccc(COC(=O)C2CC(=O)N(Cc3ccc(C)cc3)C2)c1OC (centres undefined) | 0.9% | -1.0% | -1.1% | 4.7% | 3.5% | .
Fc1cccc(-c2nn[nH]n2)c1 | 9.4% | -1.7% | -14.0% | . | 1.5% | 3.8%
Cc1ccc(F)c(C2C3C=CCC(c4cccc(-c5ccc(N(C)C)cc5)c4)C3C(=O)N2Cc2ccccc2)c1 (centres undefined) | 3.7% | 0.0% | 2.94µM* | 2.94µM* | 1.4% | -3.3%
Cn1c(=O)c(=O)n(C)c2cc(S(=O)(=O)N3CCC(Cc4ccccc4)CC3)ccc21 | 3.3% | 0.7% | 10.8% | -2.0% | 2.6% | -1.8%
Cc1ccc(OCc2ccc(C(=O)Nc3nc4ccccc4n3C)o2)c([N+](=O)[O-])c1 | -28.6% | 2.2% | 21.1% | 11.6% | 0.4% | 2.8%
COc1cccc(CNC(=O)CCC2CCCN(C(=O)C3CCOCC3)C2)c1 (centres undefined) | 11.7% | 9.9% | ? | 92.1%[activator] | 1.7% | 4.7%
O=C(CCN1C(=O)C2C3C=CC(C3)C2C1=O)N1CCN(c2ccccc2Cl)CC1 (centres undefined) | 11.2% | 3.8% | . | -28.2% | -11.2% | 6.7%
O=C(NC(=O)c1c(F)cccc1F)Nc1cc(Cl)c(F)c(Cl)c1F | 9.3% | 12.9% | -27.8% | ? | 4.8% | 5.6%
COc1ccccc1Nc1nc(N)nc(CN2CCN(Cc3ccccc3)CC2)n1 | 6.3% | ? | ? | ? | 6.4% | -2.4%
CCOc1ccc(NC(=O)CSc2nnc(Cc3cccn3C)n2-c2ccc(OC)cc2)cc1 | 11.4% | ? | 47.5%[activator] | 0.0% | -17.0% | 3.6%
Cc1cccc2cc(C(c3nnnn3CC3CCCO3)N3CCc4ccccc4C3)c(=O)[nH]c12 (centres undefined) | -7.5% | -35.9% | 64.6%[activator] | -5.7% | -12.9% | 3.0%
COCC(=O)NC1CCN(S(=O)(=O)c2cccc(C(C)=O)c2)CC1 | 20.1% | . | ? | 2.2% | 2.2% | 5.7%
CCN(CC)S(=O)(=O)c1ccc2c(c1)c(=O)c(C(=O)N1CCc3ccccc3C1)cn2C | -20.1%&4.3% | 0.0% | 3.5% | -13.3% | 0.3% | 1.0%
CCN(CC)S(=O)(=O)c1ccc2nc(NC(=O)c3cccs3)sc2c1 | 2.9%&3.8% | 1.7% | . | 14.0% | -6.6% | -1.3%
Cc1cc(C)c(-c2cc(NC(=O)CSc3nncn3C)n(-c3ccccc3)n2)cc1C | ? | -10.9% | . | -23.6% | -12.3% | 0.7%
CCC(=O)N1CCc2cc(Br)cc(S(=O)(=O)NCC3CCCO3)c21 (centres undefined) | -1.9% | -4.0% | 27.9% | ? | -2.8% | 1.7%
CCOCCc1nnc(NC(=O)CS(=O)(=O)c2ccc(C)cc2)s1 | 14.4% | 6.8% | 0.233µM* | -0.2% | 6.4% | -6.2%
CC(C)c1ccc(OCC(=O)Nc2ccc(OC(F)(F)F)cc2)cc1 | -6.5% | -5.6% | ? | -18.3% | -0.5% | 0.6%
COc1cc(/C=C2\N=C(c3ccccc3)OC2=O)ccc1OC(C)=O | 0.2% | -33.4% | ? | 123.1%[activator] | -5.8% | 3.1%
S=c1[nH]nc(C2CCCCC2)n1/N=C/c1ccccn1 | 6.8% | . | -10.5% | 19.4% | ? | 0.3%
COc1ccc(OC(=O)N2CCOCC2)cc1 | 3.5% | 15.0% | -15.1% | 26.8% | -8.9% | -1.3%
Cc1cccc(N2CCN(C(=O)CSc3nnnn3C3CC3)CC2)c1C | 13.3% | -28.9% | ? | ? | -1.6% | .
COC(=O)CCC(=O)Nc1ccccc1C(=O)Nc1ccccc1 | 24.3% | -0.4% | 94.9%[activator] | -2.9% | 7.3% | -0.7%
Cc1ccc(CN2CCN(Cc3ccccc3C(F)(F)F)CC2)cc1 | -14.7% | 2.6% | 34.6%[activator] | . | 17.1% | -4.7%
COc1ccc(N(Cc2cc(=O)[nH]c3ccccc23)C(=O)c2ccco2)cc1 | 5.7% | 31.6µM* | ? | ? | 5.3% | -0.6%
CSc1ncccc1C(=O)OCC(=O)c1ccc(Br)s1 | 21.9% | 6.0% | 17.7% | 6.7% | 2.4% | -10.7%
CCOC(=O)N1CC=C2C(C#N)=C(N)C(C#N)(C#N)[C@H](c3cccs3)C2C1 (some centres undefined) | -12.7% | -22.2% | ? | ? | -2.4% | 3.7%
CC(=O)c1ccc(NC(=S)N(Cc2ccccc2)C(C)C2CC2)cc1 (centres undefined) | ? | 0.1% | ? | 13.1µM* | -2.9% | 12.8%
Cc1ccc(NC(=O)N/C=C/c2ccco2)c(C)c1 | ? | -26.2% | -8.7% | -22.6% | -9.3% | 7.2%
CC(=O)OCCCNc1cc(Sc2nc3ccccc3s2)c2nonc2c1[N+](=O)[O-] | -6.1% | 0.1µM* | 27.9% | 5.7% | 1.0% | 0.9%
O=C(Cc1c[nH]c2ccccc12)Nc1ccc(N2CCOCC2)cc1 | 6.6% | -8.7% | 24.9% | -17.5% | -2.2% | 0.3%
COc1cccc(S(=O)(=O)NCc2ccc(C(=O)Nc3cccc(Cl)c3)cc2)c1 | 10µM* | -2.1% | 9.28µM* | . | -7.1% | 0.2%
O=C(COc1ccc(CO)cc1Cl)Nc1ccc(F)cc1 | -4.2% | 2.3% | 25.0% | . | -0.8% | 2.0%
CCCC(c1nnnn1Cc1ccccc1)N1CCC(C(N)=O)CC1 (centres undefined) | 7.4% | -3.8% | -9.9% | -24.8% | -5.8% | 6.0%
Cc1cc(C)nc(Nc2cccc(Cl)c2)n1 | 1.1% | 0.0% | 14.9% | 33.2%[activator] | 2.2% | -0.9%
COc1ccccc1-c1nnc(SCC(=O)O)n1C | -0.4% | 2.2% | ? | -4.7% | 3.4% | -1.5%
O=C1NCCn2ccc(=O)cc21 | 13.4% | -0.1% | 33.0%[activator] | 15.2% | 2.6% | -0.1%
COc1ccccc1N1CCN(S(=O)(=O)CC23CCC(CC2=O)C3(C)C)CC1 (centres undefined) | 8.6% | -0.9% | ? | -22.4% | 1.0% | 1.4%
O=C(O)Cc1sc(Nc2ccc(Cl)cc2)nc1-c1cccs1 | -9.9% | -24.3% | 94.9%[activator] | 82.3%[activator] | -26.8% | -6.4%
COc1ccc(N2CCCn3c2nc2c3c(=O)n(Cc3ccccc3)c(=O)n2C)c(OC)c1 | -28.5% | 20.2% | 13.3% | ? | 3.3% | 5.8%
Cc1ccc(C)c(N2CCN(C(=O)c3ccc(NC4=NC5CS(=O)(=O)CC5S4)cc3)CC2)c1 (centres undefined) | 8.1% | 0.7% | 10.4µM* | -0.8% | 1.2% | -3.1%

In another format: four of the compounds above.
SMILES: COc1ccccc1Nc1nc(N)nc(CN2CCN(Cc3ccccc3)CC2)n1
  HCV inh = 6.3%
  Sm TGR block = ?
  Pf growth 96h = ?
  Pf growth 48h = ?
  TbPYK inhibitor = 6.4%
  LmPK inh = -2.4%

SMILES: CCOc1ccc(NC(=O)CSc2nnc(Cc3cccn3C)n2-c2ccc(OC)cc2)cc1
  HCV inh = 11.4%
  Sm TGR block = ?
  Pf growth 96h = 47.5%[activator]
  Pf growth 48h = 0.0%
  TbPYK inhibitor = -17.0%
  LmPK inh = 3.6%

SMILES: CCN(CC)S(=O)(=O)c1ccc2nc(NC(=O)c3cccs3)sc2c1
  HCV inh = 2.9%&3.8%
  Sm TGR block = 1.7%
  Pf growth 96h = .
  Pf growth 48h = 14.0%
  TbPYK inhibitor = -6.6%
  LmPK inh = -1.3%

SMILES: Cc1ccc(F)c(C2C3C=CCC(c4cccc(-c5ccc(N(C)C)cc5)c4)C3C(=O)N2Cc2ccccc2)c1 (centres undefined)
  HCV inh = 3.7%
  Sm TGR block = 0.0%
  Pf growth 96h = 2.94µM*
  Pf growth 48h = 2.94µM*
  TbPYK inhibitor = 1.4%
  LmPK inh = -3.3%

Next section
compound | HCV inh | Sm TGR block | Pf growth 96h | Pf growth 48h | TbPYK inhibitor | LmPK inh
CC(NC(=O)C1CCC1)c1ccc(Br)cc1 (centres undefined) | -1.2% | -9.1% | 11.4% | -0.1% | -4.3% | 0.7%
O=C(c1ccsc1)N1CCCC(Nc2ccc(F)c(F)c2)C1 (centres undefined) | -1.9% | -25.6% | ? | 14.0% | -5.9% | -1.8%
CCOC(=O)c1sc(/N=C/Nc2nc(C)c(C(=O)OCC)s2)nc1C | -36.3% | 19.6% | . | 18.0% | 1.8% | 4.3%
C/C(=N\NC(=O)CNc1cccc2ccccc12)c1ccccc1 | -23.7% | 4.5% | ? | 15.7% | -5.8% | -7.0%
COC(=O)c1ccc(N)cc1O | -2.7% | -5.9% | 10.4µM* | . | -1.2% | -4.8%
Cc1cc(C)nc(SC2CCOC2=O)n1 (centres undefined) | -7.5% | 11.8% | 70.4%[activator] | -7.0% | 0.9% | -5.3%
CCOC(=O)C1CCN(S(=O)(=O)c2ccc3c(c2)CC(C)N3C(=O)C2CCC2)CC1 (centres undefined) | ? | -3.3% | ? | -20.3% | 3.9% | 3.7%
Cc1ccc(C(=O)N2N=C(CC(C)C)CC2(O)C(F)(F)F)o1 (centres undefined) | 4.0% | -2.0% | -3.6% | ? | -5.5% | 11.0%

Assay outcomes from PubChem.
